Screening data (PubChem BioAssay)
GPR35 arrestin U2OS: GPR35 antagonists blocking zaprinast-driven arrestin recruitment, primary screen, imaging, U2OS, beta-arrestin-GFP, zaprinast agonist (AID 2058); U2OS GPR35 beta-arrestin-GFP translocation imaging, zaprinast antagonism; higher % means a stronger effect; inhibition, % at 10 µM; hits with a dose series show IC50 in µM; actives 0.052% (n = 290,000);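 active means inhibition of at least 50% with at least 30 cells and total cytoplasm GFP at most 10,000,000; inconclusive means under 30 cells or total GFP of 10,000,000 plus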
AID2073: disruptors of CaV2.2 binding to Mint1 – biochemical, HTRF (AID 2073); HTRF protein-protein interaction, Mint1-CaV2.2; higher % means a stronger effect; actives 0.19% (n = 290,000); one-dose inhibition, % at 20 µM; IC50 in µM for titrated hits; in the data active means inhibition mostly above about 51%, no sharp cut-off; inconclusive means no clear call, values can overlap the other calls; inactive means mostly below about 53%; further: some results filed as inactive read as strong as hits
GPR55 activation: GPR55 agonists via beta-arrestin recruitment, primary screen, imaging, U2OS cells, beta-arrestin-GFP redistribution (AID 1961); one-dose activation, % at 10 µM; EC50 in µM for titrated hits; U2OS GPR55 beta-arrestin-GFP redistribution imaging; higher % means a stronger effect; actives 0.048% (n = 290,000);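 active means activation above 40% with more than 50 cells counted in the well; inconclusive means wells holding fewer than 50 cells, flagged as toxic or sparse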;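 further: U2OS osteosarcoma cells stably expressing GPR55 and beta-arrestin-GFP; plate controls were DMSO negative control for no effect and LPI positive control for full effect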
NOD1 NF-kB reporter: inhibition of NOD1-driven NF-kB reporter – cell-based, luminescence, uHTS, primary screen (AID 1578). NOD1-driven NF-kB luciferase reporter cells, luminescence; higher % means a stronger effect. actives 1% (n = 290,000). inhibition, % at 4 µM; hits with a dose series show EC50 in µM; in the data active means inhibition mostly above about 36%, no sharp cut-off; inactive means mostly below about 34%;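 further: HEK-293T reporter cells stimulated with the NOD1 agonist gamma-tri-DAP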
GPR55 LPI antagonism: GPR55 antagonists blocking LPI-driven arrestin recruitment, primary screen, imaging, U2OS, beta-arrestin-GFP, LPI agonist (AID 2013); U2OS GPR55 beta-arrestin-GFP translocation imaging, LPI antagonism; higher % means a stronger effect; one-dose inhibition, % at 10 µM; IC50 in µM for titrated hits; actives 0.13% (n = 290,000);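 active means spots per cell inhibited over 60%, with over 100 cells counted and total cytoplasm intensity under 500,000; inconclusive means wells with under 100 cells, flagged as likely toxic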;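 further: U2OS cells stably carrying GPR55 and arrestin-GFP stimulated by 5 µM LPI near EC80; imaged beta-arrestin-GFP aggregate spots per cell after agonist stimulation; plate controls were LPI-stimulated DMSO wells for no effect and DMSO wells without LPI for full effect; some results filed as inactive read as strong as hits; confirmed hits need IC50 under 10 µM and bright autofluorescent wells are also inconclusive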
KOR beta-arrestin-1: KOR agonists, beta-arrestin recruitment, primary screen, cell-based, luminescence, uHTS (AID 1777); actives 0.02% (n = 280,000); activation, % at 10 µM, or EC50 in µM where a hit was titrated; KOR beta-arrestin recruitment, luminescence; higher % means a stronger effect; in the data active means activation above about 50%, passing the limit was not always enough; further: a part of the inactive calls stands beside numbers as strong as those of hits
KOR beta-arrestin-2: KOR antagonists, beta-arrestin recruitment, cell-based, luminescence, uHTS (AID 1778); KOR beta-arrestin recruitment, luminescence, antagonist mode; higher % means a stronger effect; inhibition, % at 10 µM, or IC50 in µM where a hit was titrated; actives 0.091% (n = 290,000); in the data active means inhibition above about 50%; further: strong numbers were not always called active
SIAH1 antagonists: blockers of Siah-1 interaction with plectin peptide – biochemical, fluorescence polarization, rhodamine-plectin, uHTS, primary screen (AID 1817); Siah-1 / rhodamine-plectin peptide fluorescence polarization; higher % means a stronger effect; one-dose displacement, % at 20 µM; IC50 in µM for titrated hits; actives 0.02% (n = 290,000);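 active means displacement of at least 50% at 20 µM, with a fluorescence ratio check between 0.3 and a set limit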;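 further: plate controls were Siah plus tracer with DMSO for no effect and tracer alone without Siah for full effect; strong numbers were not always called active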
HIV peptide binding: inhibitors of HIV fusion peptide binding, primary screen, biochemical, uHTS, fluorescence dequenching (AID 1986) | cell-free peptide binding, fluorescence dequenching, 30 min; higher % means a stronger effect | inhibition, % at 20 µM; hits with a dose series show IC50 in µM | actives 0.3% (n = 290,000); in the data active means inhibition mostly above about 52%, no sharp cut-off; inactive means mostly below about 76%; further: some results filed as inactive read as strong as hits
Starred values were filed as active, the others as inactive; ? = inconclusive; nt = not tested or not shown; [ ] = remark or other dose.

SMILES	GPR35 arrestin U2OS	AID2073	GPR55 activation	NOD1 NF-kB reporter	GPR55 LPI antagonism	KOR beta-arrestin-1	KOR beta-arrestin-2	SIAH1 antagonists	HIV peptide binding
CCn1cc([N+](=O)[O-])c(C(=O)N2N=C(c3ccccc3)CC2c2ccc([N+](=O)[O-])cc2)n1 (configuration not stated)	6%	6%	-0.5%	3%	12%	0.1%	1%	-2%	-0.8%
Nc1ccc(NC(=O)NC2CCCCC2)cc1[N+](=O)[O-]	-6%	-3%	0.2%	2%	-4%	-1.7%	16%[20 µM]	-6%	-1.6%
COCC1CCN(C(=O)C2CCC(=O)N(Cc3cccc(C(F)(F)F)c3)C2)CC1 (configuration not stated)	7%	4%	-0.2%	-14%	-15%	-1.7%	-7%	-1%	-0.9%
CCC(=O)N1CCN(c2ccc(NC(=S)NC(=O)COc3ccccc3)cc2)CC1	-8%	-6%	0.6%	-12%	3%	-3.5%	-10%	16%	1.0%
COc1ccc(/C=C2\CCc3c2nc2ccccc2c3C(=O)O)cc1OC	-1%	?	0.3%	4%	-6%	2.3%	16%	7%	62%
COC(=O)c1ccc(-c2noc(CN(Cc3ccncc3)CC3CCCO3)n2)cc1 (configuration not stated)	20%	20%	0.2%	-14%	6%	nt	-20%[20 µM]	1%	-0.8%
CC(C)(C)NC(=O)C(c1ccc(O)cc1)N(C(=O)CCC(=O)Nc1nccs1)c1ccc(F)cc1 (configuration not stated)	-9%	14%	0.2%	-41%	12%	-1.1%	7%	5%	-0.9%
COc1cc(OC)c(NC(=O)c2cncn2-c2ccc(F)cc2)cc1Cl	-8%	5%	-0.2%	0%	2%	3.6%	-48%	-7%	-0.4%
Cc1ccc(NC(=O)CN2C(=O)NC(C)(c3ccc(Cl)cc3)C2=O)cc1S(=O)(=O)N1CCOCC1 (configuration not stated)	-4%	5%	0.1%	-37%	-3%	0.5%	-31%	0%	2.5%
O=C(CSc1ncnc2c1cnn2CCc1ccccc1)Nc1cccc(C(F)(F)F)c1	24%	4%	-0.2%	2%	-8%	8.5%	5%	-1%	0.2%
CC(C)CCc1c(O)nc(SCC(C)C)[nH]c1=O	17%	-3%	0.3%	17%	7%	nt	-9%[20 µM]	-3%	-1.5%
CCc1cc[n+](CC(=O)Nc2ccc(Cl)cc2Cl)cc1	-5%	2%	0.2%	-23%	-1%	5.8%	6%	-4%	2.1%
Cc1ccc(C2CC(=O)C(C=NCCN3CCN(C(=S)Nc4ccc(F)cc4)CC3)=C(O)C2)cc1 (configuration not stated)	23%	-25%	0.1%	31%	0%	0.6%	-35%	-6%	-0.7%
CCCCn1c(N)c(NCCC(C)C)c(=O)[nH]c1=O	-13%	5%	0.1%	-23%	10%	0.2%	-11%	6%	11%
O=C(O)CCCNS(=O)(=O)c1cccs1	-12%	0%	-0.1%	6%	19%	-2.5%	23%	3%	-2.9%
C[C@@H]1CC[C@@]2(O[C@H](CCO)C[C@H](O)[C@H]2O)O1	-25%	-4%	0.7%	-34%	2%	2.4%	-15%	2%	1.1%
Cc1ccc(-c2c[n+](CC(=O)Nc3ccccc3C)c3n2CCC3)cc1	-15%	10%	0.4%	0%	10%	0.0%	12%	8%	-0.1%
Cc1ccc(OCC(=O)N2CCCC(CCC(=O)N(C)CCc3ccccn3)C2)cc1 (configuration not stated)	-20%	2%	-0.1%	-29%	10%	nt	-10%[20 µM]	-4%	0.1%
O=C(NN1CCOCC1)c1ccc(F)cc1	-14%	6%	0.3%	-7%	10%	-3.1%	6%	1%	0.5%
COc1cc2c(cc1OC)C(c1cccs1)N(C(=O)C(C)C)CC2 (configuration not stated)	3%	2%	0.3%	-5%	nt	1.0%	17%	0%	-2.2%
COc1cc(/C=C/C(=O)N2CCCN(C(=O)/C=C/c3cc(OC)c(OC)c(OC)c3)CC2)cc(OC)c1OC	-6%	27%	0.2%	-16%	-8%	-0.7%	8%	1%	-1.2%
CC(=O)Nc1cccc(NC(=O)c2cccc(OCc3ccccc3)c2)c1	-7%	-3%	-0.1%	-7%	7%	1.6%	-5%	-3%	-1.3%
O=C(CNC(=S)N(Cc1ccccc1)Cc1ccccc1F)NCc1ccc(Cl)cc1	-15%	1%	-0.4%	-30%	15%	-1.6%	19%	4%	2.2%
C=CCn1c2ccccc2c2nnc(SCCN3CCOCC3)nc21	-21%	-23%	-0.1%	-12%	-4%	-0.2%	-7%	-2%	-0.6%
CCOc1ccccc1NC(=O)c1cc(S(=O)(=O)NCc2ccco2)ccc1F	12%	8%	-0.1%	-24%	-9%	1.6%	-64%	-8%	2.5%
COc1ccc(OC)c(NC(=O)CCNC(=O)c2ccco2)c1	0%	7%	-0.1%	14%	2%	1.7%	4%	-1%	-4.0%
CCN1c2cccc3cccc(c23)S1(=O)=O	7%	8%	-0.1%	8%	1%	-9.0%	1%	1%	0.7%
O=C(CN1CCN(c2nc(-c3ccc(F)cc3)cs2)CC1)Nc1ccc2c(c1)OCO2	-2%	?	-0.2%	7%	3%	-3.0%	-20%	0%	0.9%
Cc1sc(NC(=O)COc2ccccc2)c(C#N)c1-c1ccccc1	15%	-7%	0.0%	-11%	6%	2.0%	-5%	8%	-0.7%
CC(C)(C)n1nnnc1C(c1cccc(C(F)(F)F)c1)N1CCOCC1 (configuration not stated)	2%	-10%	0.6%	0%	7%	-1.2%	16%	-2%	-1.0%
CCN(CC)CCOCCOC(=O)C(CC)(CC)c1ccccc1	7%	2%	-0.2%	-6%	19%	0.2%	12%	6%	1.4%
COc1cc(/C=N/NC(=O)c2ccc(CSc3nncn3C)cc2)ccc1OCC(=O)N1CC(C)OC(C)C1 (configuration not stated)	0%	8%	0.1%	-35%	13%	-6.5%	-7%	3%	0.9%
COc1ccc(NC(=O)c2cc(-c3ccco3)on2)c(OC)c1	10%	15%	0.1%	-6%	0%	-1.6%	-15%	-8%	-0.3%
COCCn1cnnc1SCC(=O)Nc1ccccc1C(=O)Nc1ccc2c(c1)OCO2	-3%	4%	0.3%	-17%	6%	-1.4%	11%	-5%	0.7%
C=CCN(Cc1nc(-c2ccccc2)no1)C(=O)c1ccc2c(c1)OCO2	-2%	8%	-0.2%	-16%	14%	-1.6%	-16%	5%	0.2%
O=C1CC(c2ccccc2)CN1C(=O)c1cccc([N+](=O)[O-])c1 (configuration not stated)	-7%	-5%	0.3%	16%	-3%	7.6%	-2%	-2%	0.5%
CCN=C1SC(CC(=O)Nc2sc(C)c(C)c2C(=O)OC)C(=O)N1CC (configuration not stated)	-2%	-5%	0.3%	-11%	16%	-0.6%	28%	-2%	-0.7%
CCN(C(=S)Nc1cccnc1)c1cccc2ccccc12	-7%	-14%	-0.2%	-21%	-5%	2.7%	-60%	53%	4.5%
Nc1c(C(=O)Nc2cccc(C(=O)O)c2)sc2nc3c(cc12)CCCC3	6%	36%	-0.2%	43%	6%	-1.0%	-12%	2%	3.6%
CCCOC(=O)C1C2C=C[C@]3(CN(CCc4ccccc4)C(=O)[C@H]13)O2 (some centres not stated)	-22%	-2%	-0.1%	3%	12%	6.4%	-17%	0%	-1.6%
Cc1ccsc1C(C(=O)NC1CCCCC1)N(C(=O)c1csnn1)C1CC1 (configuration not stated)	11%	-13%	-0.2%	-6%	4%	-2.8%	19%	3%	-0.1%
CCCc1nnc(SCC(=O)Nc2nccs2)o1	7%	1%	-0.1%	-23%	-7%	-0.5%	-2%	2%	-0.7%
CCOc1ccc(NC(=O)CN2CCN(C3c4ccccc4-c4ccccc43)CC2)cc1	-13%	1%	0.5%	-13%	2%	11%	14%	-3%	0.9%
CCOC(=O)C1CCCN(C(=O)CSc2ccc(Br)cc2)C1 (configuration not stated)	-6%	-8%	0.6%	-40%	-1%	-1.7%	-24%	-5%	-1.3%
Cc1cc(C(=O)Nc2ccc(F)cc2)c2ccccc2n1	-17%	2%	0.0%	1%	-8%	1.8%	27%	-5%	-1.3%
CCN1CCN(c2cc(SC(C)C)nc(-c3ccc(OC)cc3)n2)CC1	-2%	14%	-0.1%	-46%	47%	-3.0%	-1%	0%	-0.5%
O=C(Nc1nnc(SCc2ccc(F)cc2)s1)c1ccco1	-3%	20%	0.0%	-11%	-6%	-2.8%	37%	0%	1.1%
COc1ccc(N2C(=O)CC(N(Cc3ccc(S(N)(=O)=O)cc3)C(C)=O)C2=O)cc1 (configuration not stated)	14%	7%	-0.1%	nt	-16%	-1.8%	9%	-1%	1.0%
CC(c1ccco1)N(C(=O)COc1ccc(Cl)cc1)c1ccccn1 (configuration not stated)	4%	17%	-0.2%	-12%	-3%	16%	-7%	1%	3.6%
CC(=O)Nc1cccc(NC(=O)CCNC(=O)c2ccccc2)c1	-1%	?	0.0%	0%	10%	-3.4%	12%	-4%	-0.6%
CCCn1c(SCC(=O)NC(C)c2ccccc2)n[nH]c1=O (configuration not stated)	-8%	-6%	-0.5%	-36%	4%	0.5%	4%	9%	1.6%
O=C(C1=NN[C@@H]2C(=O)N(c3ccccc3C(F)(F)F)C(=O)[C@H]12)c1cnccn1	-9%	-9%	-0.1%	-13%	-6%	4.3%	-2%	9%	-1.4%
CC(C)CCN1CC(C(=O)NCc2ccccc2)CC1=O (configuration not stated)	2%	8%	-0.2%	-13%	4%	-6.5%	8%	1%	-2.0%
NC(=O)CN1CCN(C2CC(=O)N(CCc3ccccc3)C2=O)CC1 (configuration not stated)	-9%	-7%	0.6%	-18%	3%	-2.1%	-2%[20 µM]	14%	-1.2%
Cc1c(O)ccc(C(=O)CN2CCN(Cc3ccccc3)CC2)c1O	11%	2%	-0.1%	-25%	0%	7.2%	-29%	2%	0.2%
O=C1C(Cl)=C(Nc2ccccc2O)C(=O)N1c1ccccc1	7%	?	-1.0%	-8%	-2%	-4.2%	-22%	0%	-2.9%

3 compounds out of the list, arranged by heavy-atom count, low to high:
SMILES	GPR35 arrestin U2OS	AID2073	GPR55 activation	NOD1 NF-kB reporter	GPR55 LPI antagonism	KOR beta-arrestin-1	KOR beta-arrestin-2	SIAH1 antagonists	HIV peptide binding
O=C(NN1CCOCC1)c1ccc(F)cc1	-14%	6%	0.3%	-7%	10%	-3.1%	6%	1%	0.5%
COc1ccc(OC)c(NC(=O)CCNC(=O)c2ccco2)c1	0%	7%	-0.1%	14%	2%	1.7%	4%	-1%	-4.0%
Nc1c(C(=O)Nc2cccc(C(=O)O)c2)sc2nc3c(cc12)CCCC3	6%	36%	-0.2%	43%	6%	-1.0%	-12%	2%	3.6%

An excerpt; count on the stated rates, not on these rows.
